Screening results from PubChem.
GSK3 alpha inh – human GSK-3 alpha kinase inhibition; P49840; ADP-Glo luminescence, 60 min; inhibition, % at 10 µM; actives 0.1% (n = 320,000);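 in the data active = inhibition above about 50%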;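 note: GST-tagged GSK-3 alpha with peptide substrate and 25 µM ATP; 0% = DMSO neutral wells and 100% = GW8510 positive control wells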
Target sequence (P49840 whole entry, looked up): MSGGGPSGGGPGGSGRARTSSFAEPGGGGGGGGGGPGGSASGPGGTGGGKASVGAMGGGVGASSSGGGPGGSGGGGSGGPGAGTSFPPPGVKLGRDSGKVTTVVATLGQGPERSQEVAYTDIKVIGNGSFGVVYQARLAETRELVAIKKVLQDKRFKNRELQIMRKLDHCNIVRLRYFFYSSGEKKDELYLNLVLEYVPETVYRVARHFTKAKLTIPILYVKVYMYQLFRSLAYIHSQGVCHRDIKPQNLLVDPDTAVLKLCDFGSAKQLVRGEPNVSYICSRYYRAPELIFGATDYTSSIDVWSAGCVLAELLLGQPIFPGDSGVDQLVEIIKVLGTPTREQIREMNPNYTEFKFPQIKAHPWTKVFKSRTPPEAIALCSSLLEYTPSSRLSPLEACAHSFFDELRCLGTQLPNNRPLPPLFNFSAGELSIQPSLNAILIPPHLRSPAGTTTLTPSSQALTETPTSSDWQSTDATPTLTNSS
* marks the source's active call; other numbers are inactive results. A portion of the library, so the mix of outcomes need not match the whole.

SMILES	GSK3 alpha inh
CC(Sc1nnc(-c2ccco2)n1C)C(=O)NC1CCCC1 (stereo not given)	-2
COc1ccc(N(CC(=O)NC2CCCCC2)S(=O)(=O)c2cccs2)cc1	-1
COC(=O)c1sc2nc(C)nc(SCC(=O)Nc3sccc3C(N)=O)c2c1C	10
CCCCc1nnc(NC(=O)CCS(=O)(=O)c2ccc(Cl)cc2)s1	1
O=C(Nc1ccc(Cl)cc1)Nc1ccc(Cl)c(Cl)c1	-1
CCN(C(=O)COC(=O)CC1CCCCC1)c1c(N)n(Cc2ccccc2)c(=O)[nH]c1=O	-1
CCOc1ccc(C=NNC(=O)c2ccc(-n3cnnn3)cc2)cc1	-1
O=C(CN1C(=O)NC2(CCCC2)C1=O)NCc1ccc(Cl)cc1	-1
COc1cc(NC(=O)CN2C(=O)C(=O)N(C3CCCC3)C2=O)cc(OC)c1	-3
COc1cc(OC)cc(C(=O)N[C@H](C(=O)NC2=NCCS2)C(C)C)c1	-1
CC(NC(=O)CN(C)CC(=O)Nc1ccccc1Br)c1ccccc1 (stereo not given)	0
CC(C(=O)Nc1ccc(S(=O)(=O)N2CCCC2)cc1)N1CCc2ccccc2C1 (stereo not given)	4
COc1ccccc1N1CN(S(=O)(=O)c2ccc(C)cc2)c2nc3ccccc3nc21	-2
Cc1ccc(CNC(=O)c2cc(C3CC3)nc3c2cnn3C(C)C)cc1	-3
Cc1ccccc1C(=O)N[C@H](C(=O)OCC(=O)NC1CC1)C(C)C	-2
CC1CCCC(NC(=O)CN2C(=O)NC(Cc3c[nH]c4ccccc34)C2=O)C1C (stereo not given)	-1
COC/C=C/C1=CC2=CC(=O)C(C)(OC(=O)c3ccco3)C(=O)C2=CO1 (stereo not given)	2
Cc1ccc(COC(=O)c2cccc(S(=O)(=O)N3CCCCCC3)c2)cc1	1
Cc1cc(C(=O)COC(=O)Cc2ccc(Cl)cc2)c(C)n1C	-3
CC(=O)c1ccccc1NC(=O)CSc1nc2ccccc2c(=O)n1CCCN1CCOCC1	1
CCOC(=O)c1ccc(S(=O)(=O)N2CCN(CCc3ccncc3)CC2)cc1	1
COc1ccccc1C(CNC(=O)C1CC(=O)N(Cc2ccccc2)C1)N1CCCC1 (stereo not given)	-2
Cc1sc2ncnc(SCC(=O)Nc3ncccc3O)c2c1C	2
Cc1ccc(S(=O)(=O)N(C)CC(=O)NNC(=O)Cc2cccc(F)c2)cc1	-4
Cn1c(N)c(C(=O)COC(=O)COc2ccc(Cl)cc2)c(=O)n(C)c1=O	0
Nc1nc(N)c2nc(CNc3ccc(C(=O)NC(CCC(=O)O)C(=O)O)cc3)cnc2n1 (stereo not given)	-2
COc1ccccc1CNCC(=O)Nc1cc(S(=O)(=O)N2CCOCC2)ccc1Cl	-3
CN(Cc1ccccc1)C(=O)COC(=O)c1ccc(Br)o1	1
O=C(NC1CCS(=O)(=O)C1)c1ccc(Br)s1 (stereo not given)	-2
NS(=O)(=O)c1cccc(NC(=O)COC(=O)CCC2CCCC2)c1	0
Cc1ccc2c(c1)-n1c(nc3cc(C)ccc3c1=O)C(Cc1ccccc1)NC2=O (stereo not given)	-2
O=C(OCC(=O)N1CCC(c2ccccc2)=N1)c1ccc(Cl)s1	-1
CSCc1c(C(=O)N2CCCc3ccccc32)oc2ccccc12	-2
CCN(C(=O)COC(=O)c1ccccc1OCc1ccc(Cl)cc1)C1CCS(=O)(=O)C1 (stereo not given)	-6
Cc1c(Cl)cccc1NC(=O)COC(=O)C12CC3CC(CC(O)(C3)C1)C2	13
CC(C)(C)c1ccc(C(=O)NCCC(=O)Nc2cc(Cl)ccc2N2CCOCC2)cc1	-4
O=C(COc1ccc(Cl)cc1Br)OCC(=O)c1ccc[nH]1	1
CC(C)CN1C(=O)C(=O)N(CC(=O)N(C)CC(=O)Nc2ccc(Cl)c(C(F)(F)F)c2)C1=O	-3
O=C(OCC(=O)N1CCc2ccccc2C1)c1ccc(Cl)c([N+](=O)[O-])c1	2
CN(CC(=O)Nc1ccc(Cl)c(C(F)(F)F)c1)C(=O)COC(=O)C1CC2CCCC(C1)C2=O (stereo not given)	0
COc1cccc(C(=O)Nc2cc(C(=O)NCc3ccc(C)cc3)ccc2N2CCC3(CC2)CC(c2cccc(Br)c2)=NO3)c1	-3
COc1cccc(NC(=O)CN(C)C(=O)Cc2c(C)nc3ccccc3c2C)c1	-4
COc1ccc(C(CNC(=O)c2cccc(S(=O)(=O)N3CCCC3)c2)N2CCCC2)cc1 (stereo not given)	0
CC[C@H]1CCCCc2ccccc2[C@@H](C(=O)C[C@@H](O)CC(C)=O)OC1=O	-1
CC(=O)c1cccc(NC(=O)COC(=O)Cn2cnc3ccccc32)c1	1
Cc1ccc(S(=O)(=O)N2CCCCC2)cc1NC(=O)c1cccs1	4
O=C(Cc1coc2cc(O)ccc12)NNC(=O)c1ccc(Br)s1	-2
Cc1noc(C)c1C(=O)Nc1ccccc1N1CCOCC1	0
O=C(CCNC(=O)c1ccccc1Cl)NCc1ccco1	-7
NS(=O)(=O)c1cccc(NC(=O)COC(=O)Cn2cc(C(F)(F)F)ccc2=O)c1	0
CC(=O)Nc1ccc(S(=O)(=O)N(C)CC(=O)OCC(=O)Nc2cc(C)on2)cc1	-1
COc1ccc(-n2cnnc2SCC(=O)NC2CCCCC2)cc1	-1
O=C(CN1CCN(C(=O)c2ccco2)CC1)Nc1cccc(S(=O)(=O)N2CCCC2)c1	6
O=C(c1ccccc1)c1ccc(C(=O)N2CCN(c3ccc(O)cc3)CC2)cc1	1
O=C(CCNC(=O)c1ccccc1)NNC(=O)c1ccccc1Br	0
COc1ccc(S(=O)(=O)N2CCN(CC(=O)NCCc3cccs3)CC2)cc1	2
Cc1ccc(C(=O)OCC(=O)NCc2ccccc2)cc1S(=O)(=O)N1CCCCC1	-2
CCCc1cc(=O)[nH]c(SCC(=O)Nc2c(C)n(C)n(-c3ccccc3)c2=O)n1	-5
CC1CCCC(=NNC(=O)C2COc3ccccc3O2)C1 (stereo not given)	1
CC(OC(=O)C1CCCCC1)C(=O)Nc1ccc(S(N)(=O)=O)cc1 (stereo not given)	-30

The closing seven entries of the section before come first, to join the parts.
SMILES	GSK3 alpha inh
O=C(c1ccccc1)c1ccc(C(=O)N2CCN(c3ccc(O)cc3)CC2)cc1	1
O=C(CCNC(=O)c1ccccc1)NNC(=O)c1ccccc1Br	0
COc1ccc(S(=O)(=O)N2CCN(CC(=O)NCCc3cccs3)CC2)cc1	2
Cc1ccc(C(=O)OCC(=O)NCc2ccccc2)cc1S(=O)(=O)N1CCCCC1	-2
CCCc1cc(=O)[nH]c(SCC(=O)Nc2c(C)n(C)n(-c3ccccc3)c2=O)n1	-5
CC1CCCC(=NNC(=O)C2COc3ccccc3O2)C1 (stereo not given)	1
CC(OC(=O)C1CCCCC1)C(=O)Nc1ccc(S(N)(=O)=O)cc1 (stereo not given)	-30
O=C(OCc1cc(=O)n2ccsc2n1)C1(c2ccc(Cl)cc2)CC1	4
C[C@H](CO)N1C[C@H](C)[C@@H](CN(C)C(=O)Nc2ccc(C(F)(F)F)cc2)Oc2c(NC(=O)C3CCCCC3)cccc2C1=O	0
COCCN(CC(=O)Nc1ccccc1C(F)(F)F)C(=O)/C=C/c1cc(Cl)c2c(c1)OCO2	-3
CC1CCCN(C(=O)c2cc(-c3ccco3)nc3ccccc23)C1 (stereo not given)	2
O=C(CN1CCN(CC(=O)Nc2ccc(F)cc2)CC1)NCC1(N2CCOCC2)CCCCC1	-2
CCN(c1ccccc1)S(=O)(=O)c1ccc(N2CCN(c3ccccc3O)CC2)nc1	-1
CCCCN(C(=O)c1cnccn1)c1c(N)n(CCC)c(=O)[nH]c1=O	-4
Cc1cc(C(=O)CSc2nc(N)cc(N)n2)c(C)n1CC1CCCO1 (stereo not given)	-1
Cc1ccc(CNC(=O)COC(=O)c2cc(C)oc2C)cc1	2
COc1ccc(C(=O)Oc2ccc(/C=N/NC(=O)c3cccnc3)cc2OC)cc1	6
CCOc1ccc2nc(N3C(=O)C(O)=C(C(=O)c4ccco4)C3c3ccco3)sc2c1 (stereo not given)	-4
CN(C(=O)COC(=O)CSc1ccc([N+](=O)[O-])cc1)c1ccccc1	8
Cc1noc(C)c1COc1ccccc1C(=O)NCc1ccco1	3
CN(CC(=O)Nc1cccc(F)c1)C(=O)c1ccc(OCc2ccccc2)cc1	-3
CN(C)S(=O)(=O)c1cccc(NC(=O)c2cc([N+](=O)[O-])ccc2N2CCCCC2)c1	-1

An excerpt from above in order of length of the SMILES, high to low.
SMILES	GSK3 alpha inh
CCN(c1ccccc1)S(=O)(=O)c1ccc(N2CCN(c3ccccc3O)CC2)nc1	-1
CN(CC(=O)Nc1cccc(F)c1)C(=O)c1ccc(OCc2ccccc2)cc1	-3
CC1CCCN(C(=O)c2cc(-c3ccco3)nc3ccccc23)C1 (stereo not given)	2

Going on with the list:
SMILES	GSK3 alpha inh
CCN(CC(=O)Nc1c(F)cccc1F)C(=O)CNC(=O)c1ccc2ccccc2c1	-8
CN(Cc1ccccc1)S(=O)(=O)c1ccc(N2CCCC2=O)cc1	-4
CCC(C)c1ccccc1NC(=O)COc1ccc(-n2cnnn2)cc1 (stereo not given)	2
Cc1cccc(C(=O)OCC(=O)N(C)CC(=O)Nc2ccc(Cl)c(C(F)(F)F)c2)c1	-2
COc1ccccc1CCC(=O)NNC(=O)c1cccs1	-5
O=C(CCNC(=O)c1ccc(Cl)cc1)NCCCN1CCOCC1	1
CCOc1ccc(S(=O)(=O)N2CCN(C(=O)c3ccc(C)c(S(=O)(=O)N4CCOCC4)c3)CC2)cc1	2
CC(=O)c1ccc(S(=O)(=O)N(C)CC(=O)Nc2ccc(C)cc2)cc1	-2
COc1cccc(C(=O)Nc2ccccc2N2CCN(C(=O)c3ccccc3)CC2)c1	-5
CC[C@@H]1C=C(C(=O)O)[C@H](c2ccc(OC)c(OC)c2)N1S(=O)(=O)c1ccc(C)cc1	-2
O=C(COC(=O)C1CC2CCCC(C1)C2=O)Nc1cccc(F)c1 (stereo not given)	4
COc1ccc(S(=O)(=O)N2CCCCCC2)cc1NC(=O)CCCOc1ccccc1	-1
CC1CCCCN1C(=O)COC(=O)Cc1c[nH]c2ccccc12 (stereo not given)	0
Cc1ccc(S(=O)(=O)N[C@@H](C)C(=O)OCC(=O)N2c3ccccc3NC(=O)C2(C)C)cc1	-1
CC1CCCCN1C(=O)CN1C(=O)NC2(CCCCC2C)C1=O (stereo not given)	-6
Cc1ccc(-c2nnc(SCC(=O)NCCN3C(=O)CSC3=O)n2C)cc1	-3
O=C(COC(=O)CC1CCS(=O)(=O)C1)Nc1ccc(F)cc1 (stereo not given)	-1
CC(OC(=O)/C=C/c1ccccc1)C(=O)Nc1ccc(C(N)=O)cc1 (stereo not given)	-1
CC1CCC2(CC1)NC(=O)N(CC(=O)c1ccc(CNC(=O)C(C)(C)C)s1)C2=O (stereo not given)	-3
COc1ccc(S(=O)(=O)N2CCN(C(=O)c3cc(C)nc4ccccc34)CC2)cc1OC	-3
O=C(NC(=S)N1CCCCCC1)c1cccc([N+](=O)[O-])c1	-2
Brc1ccc(-c2ccc(C3Nc4cccc5cccc(c45)N3)o2)cc1	-2
CC[C@H](C)[C@@H](C(=O)NCCCCCCCCCCC(=O)N1CCN(C(=O)OC(C)(C)C)CC1)n1cc(CCCCN=C(NC(=O)OC(C)(C)C)NC(=O)OC(C)(C)C)nn1	-1
O=C(C[C@@H]1C/C=C\CC[C@H](Cc2ccc(F)cc2)C(=O)OC[C@@H](Cc2ccccc2)NC1=O)NCCO	-3
CCCc1cc(=O)[nH]c(SCC(=O)Nc2ccc(OCc3ccccc3)cc2)n1	1
Cc1cc(Cl)ccc1NC(=O)CN(C)C1=NS(=O)(=O)c2ccccc21	-2
COc1ccc(S(N)(=O)=O)cc1C(=O)OCCCC(=O)c1ccccc1	4
CC(C)(CNC(=O)CNC(=O)C1CCCCC1)N1CCOCC1	-10
CC(c1ccccc1)N(C)CC(=O)NC(=O)NCCC1=CCCCC1 (stereo not given)	-4
O=C(COC(=O)CNC(=O)c1ccccc1)Nc1ccc(Cl)cn1	24

Reprinted at random: 4 compounds from above.
SMILES	GSK3 alpha inh
O=C(COC(=O)CNC(=O)c1ccccc1)Nc1ccc(Cl)cn1	24
O=C(NC(=S)N1CCCCCC1)c1cccc([N+](=O)[O-])c1	-2
CCCc1cc(=O)[nH]c(SCC(=O)Nc2ccc(OCc3ccccc3)cc2)n1	1
Cc1cc(Cl)ccc1NC(=O)CN(C)C1=NS(=O)(=O)c2ccccc21	-2

(continued)
SMILES	GSK3 alpha inh
COc1ccc2c(c1)CCCC21NC(=O)N(CC(=O)N2CC(C)OC(C)C2)C1=O (stereo not given)	-4
NS(=O)(=O)c1ccc(CNC(=O)c2ccc3c(c2)OCO3)cc1	-1
O=C(NC1CCCC1)c1cccc(S(=O)(=O)Nc2ccccc2F)c1	-3
CC12CCC(=O)N1C(C(=O)Nc1ccccc1N1CCCCC1)CS2 (stereo not given)	2
COc1ccc(CC(=O)OCC(=O)NCc2ccc3c(c2)OCO3)cc1OC	0
CN(CC(=O)Nc1cccc(F)c1)C(=O)c1ccc(S(=O)(=O)N2CCCC2)cc1	8
O=C(Cn1cnc2ccccc2c1=O)NCCCN1CCCC1=O	2
CCOc1ccc(NC(=O)COC(=O)Cn2cnc3ccccc32)cc1	2
COc1ccc(-c2cc(C(=O)OCC(=O)NC3CC3)c3ccccc3n2)cc1	-1
CC[C@@]1(C(=O)OC)N[C@H](CN(C)C(=O)C2CCCCC2)[C@@H]2C(=O)N(C)C(=O)[C@@H]21	0
CC(NS(=O)(=O)c1ccc(Cl)c(Cl)c1)C(=O)OCC(=O)N1CCCCCC1 (stereo not given)	-4
COC(=O)c1c(-c2ccccc2OC)sc2ccc(OC)cc12	0
N#Cc1cnn(-c2ccccc2)c1NC(=O)c1ccccc1F	1
NC(=O)c1ccsc1NC(=O)CSc1n[nH]c(N)n1	1
COc1ccc(OC)c(/C=C/C(=O)OCC(=O)N2CCCCC2)c1	0
